# BaF3 parental: counter-screen for JAK2V617F inhibitors: parental Ba/F3 viability inhibitors | CellTiter-Glo ATP luminescence | inhibition, % at 5.6 µM | 220,000 tested, 1.1% active | AID 1486;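 active means inhibition above a per-campaign cutoff, the mean inhibition of all tested compounds plus 3 SD, cut at about 27% in these data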;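 further: 0% = DMSO wells and 100% = JAK Inhibitor I control wells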
# NPY Y1 blocker: blocks the human neuropeptide Y Y1 receptor; inhibition, % at 3.6 µM; P25929; AID 1040; HEK293-CNG Y1 cells, membrane potential fluorescence; NPY at EC95, then isoproterenol; 200,000 tested, 1% active;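 active means inhibition above the campaign mean inhibition of all tested compounds plus 3 SD, cut at about 20% in these data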;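 further: 0% = DMSO wells given NPY plus isoproterenol and 100% = isoproterenol alone without NPY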
#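 System: HEK293 cells with Y1 receptor plus CNG channel / Probe or stimulus: NPY 25 nM then isoproterenol 1 µM plus Ro 20-1724 25 µM / Compound: one concentration, 3.6 µM, in 0.4% DMSO / Schedule: compound incubation 1 h at room temperature, readout 45 min post-stimulation / Measured by: membrane potential fluorescence / Read-out: % inhibition of NPY effect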
# Ba/F3 V617F tox: loss of viability in JAK2V617F-driven Ba/F3 cells; inhibition, % at 5.6 µM; Ba/F3 EpoR-JAK2V617F viability, ATP luminescence; AID 1446; 220,000 tested, 1.1% active;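 active means inhibition above the campaign mean plus 3 SD over all tested compounds, cut at about 24% in these data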;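 further: cytokine-independent growth of Ba/F3 cells driven by EpoR plus mutant JAK2; 0% = DMSO-treated cells and 100% = JAK inhibitor I control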
# NPY2 pot ag: potentiators or agonists of human neuropeptide Y receptor Y2; 220,000 tested, 0.45% active; cells expressing NPY-Y2, potentiator/agonist read-out; activation, % at 3.6 µM; AID 1359; in the data active means activation above about 27%;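 further: cells stimulated with NPY near EC25 plus isoproterenol at EC100; 0% = vehicle plus submaximal agonist and 100% = vehicle plus saturating agonist; some results beyond the cut were filed as inactive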
# Target sequence (P49146 whole entry, looked up): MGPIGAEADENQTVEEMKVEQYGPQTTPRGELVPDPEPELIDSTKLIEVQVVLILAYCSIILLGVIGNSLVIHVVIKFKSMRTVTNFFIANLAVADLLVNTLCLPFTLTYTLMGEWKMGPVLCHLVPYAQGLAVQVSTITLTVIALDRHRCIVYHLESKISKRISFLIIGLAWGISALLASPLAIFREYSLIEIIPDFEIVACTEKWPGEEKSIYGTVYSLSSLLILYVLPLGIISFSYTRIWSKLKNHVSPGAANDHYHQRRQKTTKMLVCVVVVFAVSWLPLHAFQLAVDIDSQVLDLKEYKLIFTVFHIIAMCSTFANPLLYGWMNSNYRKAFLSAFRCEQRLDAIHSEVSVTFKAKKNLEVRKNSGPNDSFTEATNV
# NPY1 pot ag: potentiators or agonists of human neuropeptide Y receptor Y1 | 220,000 tested, 0.37% active | activation, % at 3.6 µM | NPY-Y1 expressing cells, potentiator/agonist activation; in the data active means activation above about 33%, passing the limit was not always enough;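 further: cells stimulated with NPY at EC10 then isoproterenol at EC100; 0% = low agonist plus stimulus and 100% = saturating agonist plus stimulus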
# Runt-CBFb FRET: blocks binding of human RUNX1 Runt domain to CBFb. Q01196+Q13951. Cerulean-Runt/Venus-CBFb FRET ratio 530/480, 1 h. inhibition, % at 20 µM. 220,000 tested, 0.46% active. AID 1496;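 active means inhibition over about 50% at 20 µM in the single-dose screen, limit read from the data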;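 further: 0% = DMSO wells and 100% = excess unlabeled CBFb competitor control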
#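 Doses: 20 µM compound in 1% DMSO | Material: Cerulean-labeled Runt domain protein | Amount: Each fluorescent fusion protein 100 nM | Schedule: Two 1 h room-temperature incubations shielded from light | Measured by: FRET fluorescence | Evaluation: Loss of energy transfer signal | Controls: Unlabeled CBFb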
# S1P4 ag: human S1P4 receptor agonism. 220,000 tested, 0.35% active. activation, % at 4.98 µM. O95977. S1P4-expressing cell line, agonist reporter assay; in the data active means activation above about 11%;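 further: 0% = DMSO vehicle and 100% = reference agonist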
# S1P4 antag: antagonists of human S1P4 receptor | S1P4-expressing cells, antagonist mode, reporter read-out | 220,000 tested, 0.26% active | inhibition, % at 4.98 µM; in the data active means inhibition above about 29%;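 further: 0% = wells stimulated with agonist and 100% = vehicle wells without agonist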
# RBBP9 inhibitor: human RBBP9 hydrolase inhibition; O75884; recombinant RBBP9, FP-Rh probe fluorescence polarization; inhibition, % at 7.94 µM; 220,000 tested, 0.2% active; AID 1515;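 active means inhibition above the campaign mean of all tested compounds plus 3 SD, cut at about 14% in these data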;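 further: plate controls were DMSO wells with RBBP9 for no effect and wells lacking RBBP9 protein for full effect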
# Target sequence (O75884 whole entry, looked up): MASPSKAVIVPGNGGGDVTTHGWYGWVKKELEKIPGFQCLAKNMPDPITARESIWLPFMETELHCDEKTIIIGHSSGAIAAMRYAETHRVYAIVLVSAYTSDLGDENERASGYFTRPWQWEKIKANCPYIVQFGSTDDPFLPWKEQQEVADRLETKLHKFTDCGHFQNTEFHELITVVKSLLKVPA
#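 Test system: recombinant human RBBP9. Quantity: 2.5 µM RBBP9 dispensing solution, before mixing. Detection: FP readout at 525/598 nm. Reagent: Serine-hydrolase probe FP-Rh, 375 nM pre-mixing. Measure: % inhibition. Control set: DMSO-treated enzyme wells and wells lacking RBBP9. Buffer or medium: Tris-NaCl-Pluronic buffer, pH 8.0. Times: preincubation 30 min plus labeling 45 min at 25 °C.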
# The depositor's hits bear a star; . = no result given.
1	O=C1N(c2ccccc2)c2ccccc2C1(Cc1ccncc1)Cc1ccncc1
2	CCOc1ccc(S(=O)(=O)N2CCCCCC2)c2ccccc12
3	COc1ccccc1OCC(O)COC(N)=O (centres undefined)
4	C[C@]12CC[C@H]3[C@@H](CCC4=CC(=O)CC[C@@]43C)[C@@H]1CC[C@@H]2C(=O)CO
5	Cc1coc2c1C(=O)C(=O)c1c-2ccc2c1CCCC2(C)C
6	c1ccc2c(CC3=NCCN3)cccc2c1

entry no.,1,2,3,4,5,6
BaF3 parental,-9,7,4,-3,-7,1
NPY Y1 blocker,2,2,-4,2,0,3
Ba/F3 V617F tox,-4,-1,0,8,-1,-4
NPY2 pot ag,-15,-16,10,12,-13,0
NPY1 pot ag,17,-22,0,-29,-3,-8
Runt-CBFb FRET,-2,-4,-2,-2,2,1
S1P4 ag,1.2,-0.7,-0.4,-1.0,1.1,1.2
S1P4 antag,7,1,-2,-15,5,-18
RBBP9 inhibitor,-7,0,-4,1,4,-2

7	CC(=O)[C@H]1CC[C@H]2[C@@H]3C[C@H](C)C4=CC(=O)CC[C@]4(C)[C@H]3[C@@H](O)C[C@]12C
8	CC1=NN(c2ccccc2)C(=O)C1
9	C[C@H](CCC(=O)O)[C@H]1CC[C@H]2[C@@H]3[C@@H](O)C[C@@H]4C[C@H](O)CC[C@]4(C)[C@H]3CC[C@]12C
10	CN(C)CCCN1c2ccccc2Sc2ccccc21
11	CCCn1ncc(CN2CCCC(C(=O)c3cccc(OC(C)C)c3)C2)c1C (centres undefined)
12	Nc1cc(-c2ccncc2)c[nH]c1=O

entry no.,7,8,9,10,11,12
BaF3 parental,-1,7,-4,10,1,2
NPY Y1 blocker,5,-1,-4,1,.,2
Ba/F3 V617F tox,6,1,-1,1,-4,-1
NPY2 pot ag,1,7,2,5,-47,-1
NPY1 pot ag,-1,10,11,17,-3,4
Runt-CBFb FRET,-1,-6,-5,0,-2,33
S1P4 ag,0.1,0.7,-1.6,1.4,-0.4,0.9
S1P4 antag,-10,-7,-11,-6,-12,-8
RBBP9 inhibitor,-8,-6,5,3,10,0

# One compound at a time (already shown). Order of values: BaF3 parental, NPY Y1 blocker, Ba/F3 V617F tox, NPY2 pot ag, NPY1 pot ag, Runt-CBFb FRET, S1P4 ag, S1P4 antag, RBBP9 inhibitor
# Profile of Nc1cc(-c2ccncc2)c[nH]c1=O = 2, 2, -1, -1, 4, 33, 0.9, -8, 0
# Profile of CC1=NN(c2ccccc2)C(=O)C1 = 7, -1, 1, 7, 10, -6, 0.7, -7, -6

# Of the compounds above, these have sulfur:
2	CCOc1ccc(S(=O)(=O)N2CCCCCC2)c2ccccc12
10	CN(C)CCCN1c2ccccc2Sc2ccccc21

entry no.,2,10
BaF3 parental,7,10
NPY Y1 blocker,2,1
Ba/F3 V617F tox,-1,1
NPY2 pot ag,-16,5
NPY1 pot ag,-22,17
Runt-CBFb FRET,-4,0
S1P4 ag,-0.7,1.4
S1P4 antag,1,-6
RBBP9 inhibitor,0,3

# 2 compounds from above, showing only S1P4 ag.
item | SMILES | S1P4 ag
5 | Cc1coc2c1C(=O)C(=O)c1c-2ccc2c1CCCC2(C)C | 1.1
6 | c1ccc2c(CC3=NCCN3)cccc2c1 | 1.2

# Carrying on.
13	CC(C)Cn1cnc2c1c(=O)n(C)c(=O)n2C
14	CN1CCC(=C2c3ccccc3CCc3sccc32)CC1
15	COc1ccc(CN(CCN(C)C)c2ccccn2)cc1
16	NS(=O)(=O)c1cc2c(cc1C(F)(F)F)NC(Cc1ccccc1)NS2(=O)=O (centres undefined)
17	Cc1cc(C)nc(/N=C(\N)Nc2ccc(S(N)(=O)=O)cc2)n1

entry no.,13,14,15,16,17
BaF3 parental,1,-4,2,5,9
NPY Y1 blocker,-2,17,1,2,-3
Ba/F3 V617F tox,-1,0,0,-2,-2
NPY2 pot ag,-1,-11,4,9,-10
NPY1 pot ag,11,-24,-11,-5,16
Runt-CBFb FRET,-1,0,-2,-1,-2
S1P4 ag,0.4,0.5,-0.6,1.9,-0.5
S1P4 antag,-6,-8,-13,-33,17
RBBP9 inhibitor,-2,-10,-3,-7,-7

# This is a subset. The share of hits here may be higher or lower than overall.
